# Bioassay records: PubChem, National Center for Advancing Translational Sciences (NCATS)
# A549 viability: kills or reduces viability of A549 cells in Nrf2 counter-screen; A549 ARE-Fluc cells, CellTiter-Fluor viability, 18-24 h; Potency, µM (series often up to 46 µM), without a hit: at the top dose activity change, negative = cytotoxicity, actives largely listed as inhibitors; actives 0.16% (n = 390,000); AID 504648; note: potency is the fitted concentration of half-maximal effect; % is set by controls: 0 for no effect and ±100 for the full control effect
#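 A549 ARE_Fluc cells in 5% FBS OPTI-MEM were exposed to compounds in concentration-response for 18-24 h at 37 deg C. Viability was read by CellTiter-Fluor fluorescence (Ex 405/Em 525) after 30 min, before the luciferase read.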
# CCT modulator: cytosolic chaperonin activity modulation. actives 0.3% (n = 360,000). purified chaperonin ATPase assay, HTRF ADP detection, 30 min. activity change, % (no concentration beside the values), hits read low; in the data active = activity change below about -30%; note: % is set by controls: 0 for no effect and ±100 for the full control effect
#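 Enzyme 40 or 20 nM (batch-dependent) in Tris pH 7.4/KCl/MgCl2/DTT; cpd 76 uM single point; ATP 10 uM; 30 min 37 °C; Transcreener ADP HTRF detection, 30 min RT; ratio 665/615.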
# HepG2 viability: counter-screen for TGF-b inhibitors: cytotoxicity in HepG2 cells; actives 0.76% (n = 410,000); HepG2 CAGA-GFP viability, ATP luminescence, 18 h; Potency, µM (doses to about 46.1 µM), for inactives: at the highest dose activity change, negative = cytotoxicity, actives largely listed as cytotoxic; note: potency is the fitted concentration of half-maximal effect; some results filed as inactive show a strong effect at the top dose
#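 HepG2 CAGA-GFP cells (1000/well, DMEM with 1% FBS) received compound, then TGF-beta at 500 pg/mL final, and were incubated 18 hours at 37 degrees C. Viability was read by CellTiter-Glo luminescence. Media-only wells were set as complete cell-killing and DMSO as no toxicity.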
# Nrf2 inh: inhibitors of Nrf2 signaling | A549 ARE-Fluc reporter, luciferase luminescence, 18-24 h | Potency, µM (highest dose often 46 µM), for the others: at the top dose activity change, negative = inhibition, most hits filed as inhibitors | actives 2.1% (n = 360,000); note: potency is the fitted concentration of half-maximal effect; % is set by controls: 0 for no effect and ±100 for the full control effect; nearly all actives have a fitted effect of over 60% in size
#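 Concentration-response testing used A549 ARE_Fluc cells at 5000 cells/well. Following an 18-24 h compound incubation, viability was read by fluorescence (Ex 405/Em 525) and luciferase output by luminescence.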
# Mm-Cpn inhibitor: inhibitors of Methanococcus maripaludis chaperonin (MmCpn). actives 0.031% (n = 330,000). Potency, µM (top dose mostly 76.9 µM), for the others: at the top dose activity, negative = inhibition, actives largely listed as inhibitors. purified Mm-Cpn ATPase, ADP Transcreener TR-FRET; note: potency is the fitted concentration of half-maximal effect; % is set by controls: 0 for no effect and ±100 for the full control effect; nearly all actives have a fitted effect of over 80% in size
#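 ATPase read-out: TR-FRET ADP immunoassay (anti-ADP Eu cryptate vs ADP-d2), ex 320 nm, em 590/665 nm; signal drops as ADP forms. Enzyme 25 nM, ATP 10 uM, 30 min at 37°C after 10 min compound preincubation.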
# Abeta rescue: compounds reversing amyloid beta toxicity in yeast. yeast expressing A-beta42, growth rescue, OD600, 48 h; response scale: 0% DMSO, 100% iron-clioquinol control. Potency, µM (top dose mostly 46.1 µM), for inactives: top-dose growth rescue, most hits filed as activators. actives 0.063% (n = 410,000). AID 1347071; note: potency is the fitted concentration of half-maximal effect; nearly all actives have a fitted effect of over 55% in size
#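 Yeast A-beta toxicity model in growth medium with pinned compounds, 48 h at 30 C; growth read as absorbance at 600 nm. Normalized to FeCl3/clioquinol equimolar mix (positive) and DMSO (negative).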
# TGFb inhibitor: inhibitors of TGF-b signaling; HepG2 CAGA-GFP TGF-b/SMAD3 reporter, GFP fluorescence, 18 h; TGF-beta stimulated, 500 pg/mL final; Potency, µM (titrated, usually from 46.1 µM), inactives show at the highest dose activity, negative = inhibition, most hits filed as inhibitors; actives 1.2% (n = 410,000); note: potency is the fitted concentration of half-maximal effect; % is set by controls: 0 for no effect and ±100 for the full control effect; nearly all actives have a fitted effect of over 65% in size
#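 Per well, imaged GFP fluorescence of HEPG2 CAGA-GFP cells gives the signal; cells get compound, then TGF-beta (500 pg/mL final), 18 h at 37 degrees C; %Activity versus -TGF-beta and +DMSO controls.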
# Nrf2 activator: activators of Nrf2 (ARE) signaling. AREc32 ARE-luciferase reporter (MCF7-derived line), luminescence, 24 h. actives 0.31% (n = 410,000). AID 624171. Potency, µM (doses to about 46.1 µM), inactives show at the highest dose activation, hits mostly activators; note: potency is the fitted concentration of half-maximal effect; % of control where 0% means no effect; nearly all actives have a fitted effect of over 65% in size
#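 Quantitative high-throughput format: AREc32 reporter cells, 1000 per well, received compound by pin transfer and were incubated 24 hr at 37 deg C, 5% CO2, before Steady-Glo luminescence detection.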
# Akt phos inh: Akt phosphorylation inhibition | Neuro2A IGF-stimulated pAkt S473 HTRF, 20 min; hits give low values | actives 0.32% (n = 360,000) | activity change, % for hits at 50 µM | AID 651550; in the data active = activity change below about -80%; inconclusive = mostly about -51% to -80%; note: % is set by controls: 0 for no effect and ±100 for the full control effect
#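 Single-point screen (50 µM final compound) in Neuro2A cells stimulated 20 min with 6 nM IGF at 37 deg C. After lysis, Ser473-phosphorylated Akt read by HTRF (ex 330 nm, em 615/665 nm) as the 665/615 ratio.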
# An asterisk follows results filed as active; i = inactive; u = inconclusive; x = not tested or not shown; & = joins results of further samples; ! = repeats disagree; [ ] = dose if it differs, or a comment. Unless noted, calls come from the whole dose curve; as a rule, active = well fitted curve in the direction sought with a large enough effect; inconclusive = small, poorly fitted or top-dose-only effect, or another doubt; inactive = no such curve, though single readings can be large; an effect the other way counts as inactive or inconclusive.
SMILES,A549 viability,CCT modulator,HepG2 viability,Nrf2 inh,Mm-Cpn inhibitor,Abeta rescue,TGFb inhibitor,Nrf2 activator,Akt phos inh
COC(=O)c1ccc(/C=C/c2c(-c3ccsc3)oc3ccc(N4CCOCC4)cc23)cc1,0%,-2.5,2%,-10%,2%,-2%,-3%,14%,i
O=C1CCCC(O)=C1N=Nc1ccc(S(=O)(=O)N2CCOCC2)cc1,-5%,-3.2,7%,8%,0%,9%,8%,9.7%,i
CCc1ccc(NC(=O)CCc2nnc3ccc(N4CCCC4)nn23)cc1,2%,-0.4,-20%,2%,6%,-3%,-21%,-1.3%,x
COc1cccc(C(=O)C2CCCN(C(=O)c3ccccn3)C2)c1 (stereo not given),1%,-1.4,0%,19%,0%,-10%,-13%,-0.7%,i
COC(=O)c1cc2c(cc1N)OCCO2,4%,-0.3,-11%,0%,2%,-13%,-8%,-0.1%,i
CCOC(=O)COc1ccsc1C(=O)OC,-2%,-0.4,7%,6%,0%,-9%,7%,0.2%,x
CC(=O)c1cccc(NC(=O)Cn2cnc(S(=O)(=O)N3CCCC3)c2)c1,-1%,2.4,10%,10%,2%,-1%,13%,-0.9%,i
O=C(O)CC(C(=O)OC1CCCCC1)N1CCOCC1 (stereo not given),3%,-3.0,3%,1%,2%,-4%,-5%,-0.6%,i
CCOC(=O)C(NC(=O)c1ccccc1)(N1CCOCC1)C(F)(F)F (stereo not given),9%,0.5,10%,x,1%,4%,3%,4.5%,i
O=C(CCN1C(=O)/C(=C\C=C\c2ccccc2)SC1=S)Nc1ccc(C(=O)O)cc1,-3%,-1.7,-15%,3%,-2%,11%,0%,12%,i
O=C(NC(=S)Nc1nc(-c2cccc([N+](=O)[O-])c2)cs1)c1cc(Cl)ccc1Cl,-10%,-3.7,6%,-14%,-5%,-9%,11%,3.1%,i
O=C(Nc1ccccc1C(=O)NC1CC1)c1ccccc1F,11%,0.8,-10%,-25%,0%,-10%,-1%,0.2%,i
Cn1c(C(=O)O)cc2cc(Oc3ccccc3)ccc21,11%,2.4,-14%,-2%,1%,-14%,-9%,-0.1%,i
CCN1C(=O)c2ccccc2S(=O)c2ccc(C(=O)NCc3ccc(F)cc3)cc21 (stereo not given),-11%,x,-11%,-6%,x,16%,u,3.1%,x
Cc1nn(-c2ccc(F)cc2)c(Cl)c1/C=C(/CC(=O)O)c1nc2ccccc2s1,0%,1.1,1%,24%,x,-48%[inhibitor],13%,-0.5%,i
CCOc1ccc(N2C(=O)C(Cl)=C(N3CCOCC3)C2=O)cc1,-1%,-1.1,-5%,3%,-1%,-3%,-16%,8.1%,i
CC1(C(=O)Nc2cccc(Oc3ccccc3)c2)CCN1Cc1cc2ccccc2o1 (stereo not given),x,-1.1,-2%,x,x,11%,-10%,4.3%,i
COc1ccc(CCNC(=O)CCCn2c(=O)c3ccccc3n(CC(=O)Nc3ccccc3C)c2=O)cc1OC,-4%,x,1%,11%,x,3%,0%,0.3%,x
CC1=C(C(=O)Nc2ccccc2C)C(c2cccnc2)n2nc(SCc3ccccc3)nc2N1 (stereo not given),-8%,x,9%,x,x,10%,4%,0.2%,x
C=CCc1cc(/C=C2/NC(=O)N(CC(=O)OC)C2=O)cc(OC)c1O,5%,-0.1,3%,14%,-1%,10%,-1%,15%,i
N/C(=N\OC(=O)c1ccccc1Cl)c1ccc(Cl)cc1,-6%,-1.1,-19%,u,-1%,-43%[inhibitor],9%,u,i
COCOc1cccc(CN2CCC2(C)C(=O)Nc2ccc(C)c(O)c2)c1 (stereo not given),x,-2.8,-39%,x,x,-13%,-1%,1.1%,i
Cc1ccc(Nc2nc(N)nc(CN3CCN(C(=O)c4ccco4)CC3)n2)cc1Cl,-2%,-1.4,-8%,-4%,-2%,6%,-11%,4.6%,i
CN1C(=O)C(CC(=O)Nc2ccc(F)cc2)N(Cc2ccco2)C1=S (stereo not given),2%,-3.8,2%,-8%,0%,-8%,-16%,3.1%,i
CC(C)(C)n1nnnc1C(c1ccc(C(F)(F)F)cc1)N(Cc1ccccc1)Cc1ccco1 (stereo not given),-27%,1.1,-13%,15µM*,-2%,9%,-7%,-0.6%,i
# Other entries.
SMILES,A549 viability,CCT modulator,HepG2 viability,Nrf2 inh,Mm-Cpn inhibitor,Abeta rescue,TGFb inhibitor,Nrf2 activator,Akt phos inh
COC(=O)C(CSCc1ccccc1)NC(=O)CSc1nc(C)cc(=O)[nH]1 (stereo not given),5%,-5.3,19%,0%,4%,-6%,32%[activator],0.4%,i
CCN(CC)CCNC(=O)c1ccc(NC(=O)c2cccc(S(=O)(=O)N3CCc4ccccc43)c2)cc1,1%,-1.8,-48%,-3%,1%,-3%,u,u,i
Nc1cc([N+](=O)[O-])ccc1Nc1ccc(O)cc1,u,-0.3,-5%,u,3%,-20%,-12%,-1.7%,i
Cc1ccc(S(=O)(=O)N(C)C)cc1NC(=S)N1CCc2ccccc21,-3%,0.9,-3%,u,1%,-1%,-15%,0.0%,i
COC(=O)[C@H]1C[C@@H]1[C@H](NS(=O)(=O)c1ccc2ccccc2c1)c1ccccc1,-6%,-0.1,-16%,-6%,u,0%,-25%,0.9%,i
CCOC(=O)c1c(NC(=O)/C=C/c2ccc(OCC)cc2)sc2c1CCCC2,2%,x,5%,2%,x,-6%,21%,-1.5%,x
CC(=O)c1ccc(N2CCN(S(=O)(=O)c3cccc(S(=O)(=O)N4CCOCC4)c3)CC2)cc1,4%,-4.6,47%,4%,1%,1%,0%,-0.6%,u
Nc1ccccc1-c1nc2ccccc2s1,-4%,1.0,-8%,u,-2%,-19%,-23%,u,i
CSc1cccc(CNC(=O)CC2C(=O)NCCN2CC(C)(C)C)c1 (stereo not given),-4%,2.6,7%,3%,1%,-5%,7%,0.3%,i
CCOc1ccc(N(CC(=O)Nc2ccccc2C)S(=O)(=O)c2c(C)[nH]c(=O)[nH]c2=O)cc1,0%,-2.5,3%,13%,0%,15%,4%,-0.1%,i
CCOC(=O)Cn1cnc2onc(-c3ccc(F)cc3)c2c1=O,8%,x,-6%,7%,x,-2%,-5%,-0.9%,x
Cn1c(N)c(C(=O)COC(=O)c2ccccc2C(=O)c2ccc(Cl)c([N+](=O)[O-])c2)c(=O)n(C)c1=O,-9%,0.2,-7%,14%,1%,3%,u,u,i
O=[N+]([O-])c1cccc(N=Nc2ccc(O)cc2O)c1,u,1.1,-27%,u,x,-92%[inhibitor],2.5µM*,u,i
O=C(NCc1ccccc1)c1ccccc1,0%,4.4,2%,3%,x,1%,4%,-0.3%,i
CCCCOc1ccc(N2C(N)=NC(N)=NC23CCCCC3)cc1,-5%,1.8,-85%,-19%,-1%,11%,u,-3.1%,i
O=C(Cc1c(Sc2ccccc2)c2ccccc2n1Cc1ccccc1)NCCO,-22%,-0.4,-29%,u,0%,16%,u,0.8%,i
Cn1ncc([N+](=O)[O-])c1C(=O)N/N=C/c1cccc([N+](=O)[O-])c1,-4%,-3.4,0%,4%,-1%,-8%,1%,u,i
CC(SC1=NCCS1)C(=O)Nc1nnc(-c2ccc(Br)cc2)s1 (stereo not given),7%,-1.3,-23%,-20%,-3%,-6%,-11%,8.3%,i
COc1ccc(-c2nc3c(Cl)cc(C(F)(F)F)cn3c2Cc2cccc(F)c2)cc1OC,x,-3.0,-30%,x,x,-12%,u,6.7%,i
Nc1ncnc(N2CCc3ccccc32)c1[N+](=O)[O-],-15%,-1.0,0%,u,-4%,1%,0%,-0.1%,i
N#Cc1c(Sc2ncc(C(F)(F)F)cc2Cl)nsc1C/C=N\OCc1ccccc1Br,-11%,1.2,-29%,-7%,-9%,9%,0%,u,i
CCOc1ccc(NC(=O)CCc2c(C)nc3cc(-c4ccc(Cl)cc4)nn3c2C)cc1,-8%,x,0%,u,x,-15%,8%,-3.1%,x
COc1ccc(Nc2nc3ccccc3nc2NS(=O)(=O)c2ccc(Cl)cc2)cc1OC,-2%,x,-24%,u,x,-4%,u,0.6%,x
COc1ccccc1N1CCN(C(=O)c2cc3c(s2)CCCCC3)CC1,u,-2.7,-4%,u,-2%,-10%,u,2.3%,i
CCOc1ccc(C(=O)/C=C/c2ccc(OC)c(OC)c2)cc1,-13%,-5.8,7%,u,-3%,-12%,-29%,u,i
CS(=O)(=O)c1ccc2nc(NC(=O)c3ccc(NS(=O)(=O)c4cccc([N+](=O)[O-])c4)cc3)sc2c1,0%,-3.0,-27%,-16%,1%,0%,u,2.8%,i
CC1CCN(S(=O)(=O)c2ccc(C(=O)N3CCCC3C(=O)O)cc2)CC1 (stereo not given),-1%,2.0,-2%,-14%,-1%,-1%,20%,-0.2%,i
CC(C)CC(COCc1ccc(Cl)cc1)N1CCN(C(=O)c2ccc(Cl)cc2Cl)CCC1=O (stereo not given),u,0.0,-23%,21µM*,1%,4%,u,-0.8%,i
COc1ccc(Cl)cc1S(=O)(=O)Nc1ccc2c(c1)n(C)c(=O)n2C,-16%&-3%,2.2,20µM*!,u,1%,5%&-12%,-19%&20%,21%&13%,i

# Reprinted at random: two entries already listed.
SMILES,A549 viability,CCT modulator,HepG2 viability,Nrf2 inh,Mm-Cpn inhibitor,Abeta rescue,TGFb inhibitor,Nrf2 activator,Akt phos inh
CC1CCN(S(=O)(=O)c2ccc(C(=O)N3CCCC3C(=O)O)cc2)CC1 (stereo not given),-1%,2.0,-2%,-14%,-1%,-1%,20%,-0.2%,i
Nc1ncnc(N2CCc3ccccc32)c1[N+](=O)[O-],-15%,-1.0,0%,u,-4%,1%,0%,-0.1%,i
